Screening data: PubChem, The Scripps Research Institute Molecular Screening Center
LYPLA2 inh = LYPLA2 inhibitors, primary screen, counter-screen for PME1 inhibitor project, biochemical, fluorescence polarization, FP-Rh probe ABPP | Acyl-protein thioesterase 2 (Homo sapiens), O95372 | recombinant LYPLA2 | inhibition, % at 5.9 µM | 320,000 tested, 0.38% active | AID 2177, 2009;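 active = inhibition above the screen-wide mean plus 3 SD, limit set per campaign, cut at about 26% in these data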;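 note: 0% = LYPLA2 with DMSO and 100% = wells lacking LYPLA2 enzyme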
PREPL inhibitor = PREPL enzyme inhibitors, primary screen, biochemical, fluorescence polarization | 320,000 tested, 0.68% active | recombinant PREPL, fluorescence polarization activity-based probe | AID 2751, 2010 | inhibition, % at 5.96 µM | Prolyl endopeptidase-like (Homo sapiens), Q4J6C6; in the data active = inhibition above about 43%;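 note: 0% = enzyme with DMSO and 100% = wells lacking enzyme; many of its hits are not listed in these tables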
Target sequence (Q4J6C6 whole entry, looked up): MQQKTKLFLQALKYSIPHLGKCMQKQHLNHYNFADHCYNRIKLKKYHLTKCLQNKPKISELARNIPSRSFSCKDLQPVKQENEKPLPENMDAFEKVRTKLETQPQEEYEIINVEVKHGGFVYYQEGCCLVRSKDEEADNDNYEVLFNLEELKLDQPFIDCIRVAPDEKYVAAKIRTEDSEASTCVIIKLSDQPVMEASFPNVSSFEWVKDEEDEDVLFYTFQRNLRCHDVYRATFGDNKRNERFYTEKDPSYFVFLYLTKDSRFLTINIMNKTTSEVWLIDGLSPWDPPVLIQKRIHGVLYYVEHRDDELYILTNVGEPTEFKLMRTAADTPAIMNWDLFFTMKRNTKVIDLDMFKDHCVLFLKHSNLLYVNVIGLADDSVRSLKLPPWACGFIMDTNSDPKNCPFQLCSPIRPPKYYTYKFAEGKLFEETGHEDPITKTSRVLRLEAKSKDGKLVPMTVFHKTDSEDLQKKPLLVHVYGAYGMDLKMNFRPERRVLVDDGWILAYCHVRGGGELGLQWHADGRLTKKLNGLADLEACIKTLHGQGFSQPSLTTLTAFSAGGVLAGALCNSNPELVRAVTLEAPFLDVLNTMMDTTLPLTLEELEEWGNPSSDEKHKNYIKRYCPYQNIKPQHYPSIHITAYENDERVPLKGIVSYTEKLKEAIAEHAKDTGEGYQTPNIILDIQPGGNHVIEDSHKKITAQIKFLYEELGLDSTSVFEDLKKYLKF
GSTO1 inh = inhibitors of recombinant GSTO1, primary screen, counter-screen for RBBP9 inhibitor project, biochemical, fluorescence polarization; Glutathione S-transferase omega-1 (Homo sapiens), P78417; activity-based probe fluorescence polarization; inhibition, % at 5.96 µM; 300,000 tested, 1.1% active; AID 1974, 2009;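 active = inhibition above the campaign mean inhibition plus 3 SD, cut at about 35% in these data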;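 note: 0% = GSTO1-1 with DMSO and 100% = wells lacking GSTO1-1 enzyme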
PME-1 primary = PME-1 inhibitors via competitive probe labeling, primary screen, biochemical, fluorescence polarization, FP-Rh probe, HTS; Protein phosphatase methylesterase 1 (Homo sapiens), Q9Y570; recombinant PME-1; inhibition, % at 5.9 µM; 320,000 tested, 0.53% active; AID 2130, 2009;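 active = inhibition above the campaign mean of all compounds plus 3 SD, cut at about 26% in these data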;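 note: competitive labeling of PME-1 active site by serine hydrolase directed probe; 0% = PME-1 with DMSO and 100% = wells lacking PME-1 enzyme; inhibitors block probe labeling so polarization falls and inhibition rises; many of its hits are not listed in these tables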
Target sequence (Q9Y570 whole entry, looked up): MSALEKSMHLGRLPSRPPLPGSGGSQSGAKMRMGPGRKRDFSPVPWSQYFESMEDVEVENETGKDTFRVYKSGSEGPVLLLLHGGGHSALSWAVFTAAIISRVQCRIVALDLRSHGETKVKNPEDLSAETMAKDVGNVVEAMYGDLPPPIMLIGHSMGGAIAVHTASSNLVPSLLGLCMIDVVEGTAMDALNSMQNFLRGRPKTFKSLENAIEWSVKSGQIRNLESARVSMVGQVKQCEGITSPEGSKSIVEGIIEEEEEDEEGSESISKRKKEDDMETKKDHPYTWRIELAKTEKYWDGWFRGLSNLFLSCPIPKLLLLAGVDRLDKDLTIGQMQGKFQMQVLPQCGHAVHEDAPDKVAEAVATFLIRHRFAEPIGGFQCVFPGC
PAD4 inh = human PAD4 inhibitors, primary screen, biochemical, fluorescence polarization, 1536-well format; Protein-arginine deiminase type-4 (Homo sapiens), Q9UM07; recombinant PAD4, RCA probe fluorescence polarization; inhibition, % at 6.36 µM; 330,000 tested, 0.41% active;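 active = percent inhibition above a cutoff equal to the mean of all tested compounds plus 3 SD, cut at about 15% in these data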;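 note: 0% = PAD4 with RCA probe and DMSO and 100% = probe without PAD4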
LYPLA1 inh = LYPLA1 inhibitors, primary screen, counter-screen for PME1 inhibitor project, biochemical, fluorescence polarization, FP-Rh probe ABPP; Acyl-protein thioesterase 1 (Homo sapiens), O75608; recombinant LYPLA1; inhibition, % at 5.9 µM; 320,000 tested, 0.16% active;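 active = inhibition above the mean of all tested compounds plus 3 SD, set per campaign, cut at about 14% in these data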;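 note: inhibitors block serine hydrolase probe labeling of LYPLA1 so polarization falls; 0% = enzyme with DMSO and 100% = wells lacking LYPLA1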
PAFAH1B3 inh = PAFAH1B3 enzyme inhibitors, primary screen, biochemical, fluorescence polarization, human; Platelet-activating factor acetylhydrolase IB subunit alpha1 (Homo sapiens), Q15102; recombinant PAFAH1B3, FP-rhodamine probe; inhibition, % at 3.39 µM; 340,000 tested, 0.28% active;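 active = inhibition above the screen-wide average of all tested compounds plus 3 SD, cut at about 25% in these data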;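 note: 0% = enzyme with DMSO only and 100% = wells lacking PAFAH1B3 protein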
PAFAH1B2 inh = PAFAH1B2 enzyme inhibitors, primary screen, biochemical, fluorescence polarization, human; recombinant PAFAH1B2, FP-rhodamine activity probe; inhibition, % at 3.39 µM; 340,000 tested, 1.2% active;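 active = inhibition above the mean of all tested compounds plus 3 SD, cut at about 24% in these data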;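 note: 0% = enzyme with DMSO and 100% = wells lacking PAFAH1B2; many of its hits are not listed in these tables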
pPAFAH inh = pPAFAH enzyme inhibitors, primary screen, biochemical, fluorescence polarization, human. inhibition, % at 3.39 µM. recombinant pPAFAH, FP-rhodamine probe fluorescence polarization. 330,000 tested, 1.5% active. Platelet-activating factor acetylhydrolase (Homo sapiens), Q13093;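 active = inhibition above the mean inhibition across the screen plus 3 SD, cut at about 25% in these data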;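 note: inhibitors block binding of the rhodamine activity-based probe so polarization drops; 0% = enzyme with DMSO and 100% = wells lacking pPAFAH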
* marks the source's active call; other numbers are inactive results; nt = not tested or not shown.

SMILES | LYPLA2 inh | PREPL inhibitor | GSTO1 inh | PME-1 primary | PAD4 inh | LYPLA1 inh | PAFAH1B3 inh | PAFAH1B2 inh | pPAFAH inh
CCCCCc1nnc(NS(C)(=O)=O)s1 | 3.4 | 3.1 | 2.0 | 4.9 | 0.2 | 3.3 | -7.1 | 6.0 | 8.2
NC(=S)N/N=C/c1ccccc1OC(=O)/C=C/c1ccccc1 | 6.3 | 19.4 | -17.7 | 3.3 | 4.4 | 0.2 | 7.7 | -0.6 | 3.7
C=CCOC(=O)C1=C[C@H](c2coc3ccccc3c2=O)[C@@H](CCCO)[C@H](OCC)O1 | -3.1 | -3.1 | 0.3 | 3.5 | -5.2 | -4.4 | 9.1 | -1.7 | -5.1
COc1ccc(S(=O)(=O)N2CC(C)N(C(=O)N3CCOCC3)C2)cc1 (centres undefined) | -12.2 | 4.0 | -3.7 | -8.7 | -7.3 | 5.4 | 2.9 | -0.5 | -9.2
COc1ccc(S(=O)(=O)N2CCC(C(=O)NCCOc3ccccc3F)CC2)cc1OC | -1.8 | 13.1 | nt | 1.5 | -0.3 | -1.6 | 4.2 | -2.7 | 1.4
CCOC(=O)C(C)n1cnc2c(nnn2-c2ccc(F)cc2)c1=O (centres undefined) | 5.4 | 1.6 | 0.1 | 0.3 | -3.8 | -0.3 | 9.5 | 4.5 | 3.1
COC(=O)C(NC(=O)COc1ccccc1)(Nc1nc2c(s1)CCCC2)C(F)(F)F (centres undefined) | -8.9 | 3.8 | 7.4 | -0.6 | -1.0 | 1.9 | 1.2 | 9.1 | 0.8
CC(C)c1ccc(OCC(=O)Nc2ccccc2C(=O)N2CCOCC2)cc1 | -4.8 | 1.8 | 3.2 | -23.4 | -2.9 | -3.7 | -3.2 | 15.0 | -0.6
CCOc1ccc(N2C(=O)CC(NNc3nc4ccccc4s3)C2=O)cc1 (centres undefined) | 0.5 | 5.2 | 18.8 | 2.9 | -3.5 | -1.8 | 16.5 | -0.1 | 6.0
O=C(O)C/C(=C\c1ccc(Cl)cc1)c1nc2ccccc2o1 | 3.4 | -4.3 | 0.1 | 3.8 | -2.0 | 1.6 | nt | nt | 6.9
CC(C)c1ccc(CNc2c([N+](=O)[O-])c(=O)oc3ccccc23)cc1 | 4.6 | 8.6 | -4.4 | 1.1 | -0.9 | 1.7 | 2.6 | 7.5 | 6.9
COc1cc2cc(CN(Cc3cccs3)C(=S)Nc3ccccc3)c(=O)[nH]c2cc1OC | -37.1 | 8.5 | -23.2 | -31.7 | -3.3 | -28.4 | 5.5 | -10.6 | -9.9
CCC(C)NC(=O)c1ccc(C)c(NC(=O)C2=C(C)OCCS2)c1 (centres undefined) | -1.3 | 10.4 | 5.3 | 0.9 | -1.7 | 0.3 | 11.8 | 3.5 | -4.4
CN(C)/C=C1\C=C(c2ccccc2)OC1=O | -0.1 | 1.3 | -0.1 | -2.7 | -3.6 | -0.3 | 3.4 | 8.5 | 6.8
O=C(CN1C(=O)NC2(CCCC2)C1=O)Nc1ccc(OC(F)(F)F)cc1 | -0.4 | -21.4 | 8.3 | 1.6 | -7.4 | -1.4 | 4.2 | 3.3 | 4.9
CCOC(=O)c1c(C)c(C(=O)N2CCN(c3ccccc3)CC2)c(C)n1C | -5.0 | -43.9 | 6.8 | 1.2 | -2.0 | -1.2 | 7.0 | 5.6 | 0.1
CCOc1oc(-c2ccc(OC)cc2)nc1C(F)(F)F | -0.5 | -3.2 | 8.1 | -5.3 | 2.2 | -1.2 | 4.8 | -2.6 | -8.8
CC(=O)C1(C)OC(N)=C(C#N)C(c2ccccc2)C1(C#N)C#N (centres undefined) | 4.8 | -4.7 | 4.4 | 1.7 | -0.7 | -1.4 | 1.6 | 2.5 | 6.7
Cc1ccc(S(=O)(=O)NCCC2=CCCCC2)cc1C(N)=O | 0.7 | 3.4 | 15.8 | 1.3 | 1.2 | 0.5 | 2.6 | 9.9 | 10.9
O=C(CSc1ccc2nnc(-c3ccncc3)n2n1)Nc1ccc2c(c1)OCO2 | -2.4 | 6.3 | 2.7 | -1.1 | 2.3 | 5.2 | 3.0 | 2.2 | 8.4
Cc1cc(C(=O)NCC(=O)Nc2ccc(F)c(F)c2)c(C)o1 | nt | 8.2 | nt | nt | -0.7 | nt | 13.1 | 4.8 | 1.8
CC1(C)CN(c2ccc(C(=O)c3ccccc3)cc2)C1=O | -3.1 | -1.8 | 7.7 | -3.8 | -4.0 | -0.3 | 15.4 | 8.9 | 0.8
Fc1ccc(-c2csc3[n+]2CCS3)cc1 | 9.0 | 12.3 | -2.1 | -3.0 | -0.2 | 4.1 | -1.3 | 2.0 | 3.7
Cc1ccc(SCc2cc(=O)[nH]c(N3CCN(Cc4ccc5c(c4)OCO5)CC3)n2)cc1 | -0.4 | 16.9 | 13.9 | -8.3 | -1.5 | 1.3 | 4.4 | 1.0 | 1.6
Cc1ccc(NS(=O)(=O)c2cc(C(=O)N3CCOCC3)ccc2C)cc1C | 1.4 | -2.0 | 5.0 | -3.6 | 2.9 | -6.0 | -5.5 | -0.5 | -2.8
COc1ccc2c(c1)[n+](=O)c(C(C)=O)c(C)n2[O-] | 3.5 | 0.1 | 1.1 | -2.9 | -0.3 | -0.3 | 6.6 | 2.8 | 0.0
CS(=O)(=O)Nc1ccccc1C(=O)NCCSc1ccccc1 | 5.9 | -7.2 | 1.1 | -0.5 | -2.3 | 1.3 | 14.3 | 16.0 | 0.4
COc1cc(/C=N/N2CCN(c3ccccc3OC)CC2)ccc1OC(C)=O | -0.6 | -2.5 | 5.6 | -1.9 | -0.5 | 0.1 | 6.0 | 3.1 | 2.5
COc1ccc(/C=C2/SC(=S)N(CC(=O)O)C2=O)cc1OCc1ccc(Cl)cc1 | 0.8 | 66.1* | 0.1 | 5.3 | 2.3 | -3.2 | 2.1 | 11.5 | -2.5
COc1ccccc1-c1nc(-c2ccc(C(=O)O)cc2)no1 | 2.5 | 8.7 | -3.3 | 5.3 | -2.3 | -5.2 | 7.2 | 0.7 | 0.9

In the list so far, these have an NH in an aromatic ring:
SMILES | LYPLA2 inh | PREPL inhibitor | GSTO1 inh | PME-1 primary | PAD4 inh | LYPLA1 inh | PAFAH1B3 inh | PAFAH1B2 inh | pPAFAH inh
COc1cc2cc(CN(Cc3cccs3)C(=S)Nc3ccccc3)c(=O)[nH]c2cc1OC | -37.1 | 8.5 | -23.2 | -31.7 | -3.3 | -28.4 | 5.5 | -10.6 | -9.9
Cc1ccc(SCc2cc(=O)[nH]c(N3CCN(Cc4ccc5c(c4)OCO5)CC3)n2)cc1 | -0.4 | 16.9 | 13.9 | -8.3 | -1.5 | 1.3 | 4.4 | 1.0 | 1.6

Other structures follow.
SMILES | LYPLA2 inh | PREPL inhibitor | GSTO1 inh | PME-1 primary | PAD4 inh | LYPLA1 inh | PAFAH1B3 inh | PAFAH1B2 inh | pPAFAH inh
Cc1cccc(COc2coc(CN3CCN(C(=O)c4ccco4)CC3)cc2=O)c1 | 9.9 | 5.1 | -2.3 | 12.9 | 3.2 | 1.0 | 6.2 | 3.4 | 6.3
Cc1c(NC(=O)OCCSc2nc(N(C)C)nc(N(C)C)n2)sc(=S)n1C | 1.7 | -2.9 | 3.7 | -3.0 | 0.1 | -1.1 | -9.9 | -3.0 | 1.2
Cc1coc2cc3oc(=O)c(CCC(=O)NCCCN4CCCC4=O)c(C)c3cc12 | 7.5 | 8.4 | -2.0 | -2.8 | -3.6 | 2.2 | 4.5 | 3.2 | 11.7
O=C(Nc1ccc2oc(-c3ccncc3)nc2c1)c1ccc([N+](=O)[O-])o1 | 7.3 | 1.1 | -3.6 | -3.2 | -15.6 | -1.7 | 12.6 | -2.4 | 11.3
Nc1nc(-c2cccs2)c(CC(=O)O)s1 | -4.7 | 3.5 | 1.5 | 0.3 | -7.3 | 0.8 | 0.2 | -2.5 | 1.4
CC(C)C(=O)Nc1ncc(C(F)(F)F)cc1Cl | -1.7 | 1.8 | -7.4 | -3.1 | -1.4 | 0.3 | -5.0 | 1.0 | 1.6
COC(=O)c1ccccc1NC(=O)c1ccc2c(c1)OCCCO2 | -0.2 | -13.1 | 12.1 | -2.0 | -3.0 | -4.8 | 7.0 | 2.1 | -7.3
O=C(NCC1CCCO1)c1cc2ccccc2nc1Cl (centres undefined) | 4.9 | 2.0 | 4.6 | 0.1 | -4.5 | 3.0 | 7.8 | 8.0 | 4.8
CCN(CC)S(=O)(=O)c1ccc(N/N=C/c2ccc(OC)c(OC)c2OC)nc1 | 8.0 | 13.1 | 4.6 | 1.9 | -3.5 | 0.1 | -2.5 | 1.9 | 2.5
COc1cccc(C2(O)CCN(C(=O)C3CCC3)CC2)c1 | -4.5 | 3.0 | 4.0 | -2.1 | -2.9 | 2.3 | -4.3 | 1.5 | 2.8
CCOC(=O)N1CCN(C2CCCN(C(=O)c3cccc(Cl)c3)C2)CC1 (centres undefined) | 7.1 | 1.2 | 0.5 | 7.6 | -4.4 | -0.9 | 9.6 | -2.4 | 3.4
CCOC(=O)C1=C(C)NC2=C(C(=O)CC(C)(C)C2)C1c1ccsc1 (centres undefined) | 0.0 | -6.9 | 4.6 | 2.8 | -2.6 | 0.7 | 11.4 | 3.0 | 3.5
C[C@H](CO)N1C[C@H](C)[C@@H](CN(C)S(=O)(=O)c2cccs2)Oc2c(NS(=O)(=O)c3ccc(F)cc3)cccc2C1=O | nt | 11.8 | nt | nt | 0.5 | nt | 8.3 | -0.1 | 3.6
O=C(COC(=O)C1CC2CCCC(C1)C2=O)NC1CCCCC1 (centres undefined) | -3.2 | -1.9 | nt | 6.1 | -2.0 | 0.0 | 6.3 | 1.2 | 2.5
COc1ccc(S(=O)(=O)Nc2ccc(NC(C)=O)cc2)cc1[N+](=O)[O-] | 1.8 | 11.7 | 14.8 | -3.0 | -1.8 | -1.8 | -0.6 | 3.9 | 3.7
CSC1=NSC2=NC(=O)/C(=C\c3ccc(OC(=O)c4ccco4)cc3)C(=N)N12 | -5.9 | 35.7 | 4.2 | -2.8 | -4.7 | -1.0 | 2.3 | 5.9 | 0.7
COc1ccccc1CN1CC(C(=O)N(C)Cc2nc(C)cs2)CCC1=O (centres undefined) | 4.6 | 7.6 | 2.9 | 14.2 | -5.0 | -1.6 | 7.6 | -0.7 | 4.8
Cc1noc(C)c1CSCC(=O)OCc1nc2ccccc2c(=O)n1CC#N | -1.1 | 8.7 | 8.2 | 1.2 | -1.3 | -4.8 | 9.1 | 0.9 | 12.0
O=C(c1ccccc1)c1ccc2nc(-c3ccc(NC(=O)c4ccccc4Br)cc3)[nH]c2c1 | -50.8 | -1.4 | -92.7 | -56.7 | -10.7 | -32.1 | -48.3 | -29.5 | -55.6
O=C(NCCC1CCCCN1S(=O)(=O)c1ccc(Cl)cc1)C(=O)NCc1ccncc1 (centres undefined) | 13.5 | 5.7 | 0.3 | -0.9 | 0.8 | 0.2 | 7.5 | 3.4 | 8.6

The list is partial. The share of hits here may be higher or lower than overall.
